Mtb BioA inh: inhibitors of Mycobacterium tuberculosis BioA enzyme | purified M. tuberculosis BioA enzyme, plate reader | inhibition, % at 9.99 µM | 0.096% of 360,000 active | AID 602481; in the data active = inhibition above about 40%
An asterisk follows results filed as active. An excerpt. The share of hits here may be higher or lower than overall.

smiles | Mtb BioA inh
COc1ccc(S(=O)(=O)N2CC[C@H]3[C@@H](CO)N(C)c4ccc(C#Cc5ccccc5OC)cc4[C@H]32)cc1 | -0.9
C[C@@H]1CN([C@H](C)CO)C(=O)c2cc(-c3ccccc3)cnc2O[C@H]1CN(C)C(=O)Nc1ccccc1 | 4.2
CO[C@H]1CN(C)C(=O)c2cc(NC(=O)C3CCC3)ccc2OC[C@@H](C)N(C)C[C@@H]1C | -0.7
O=C(c1ccccc1)N1CC[C@@H]2[C@@H](CO)Nc3ccc(C#Cc4cccc(F)c4)cc3[C@@H]21 | -1.9
CN(C)C(=O)c1cccc(-c2ccc3c(c2)[C@@H]2[C@@H](CCN2C(=O)Cc2ccccn2)[C@H](CO)N3C)c1 | -1.7
CO[C@@H]1CN(C)C(=O)c2cc(NC(=O)NC3CCCCC3)ccc2OC[C@H](C)N(C(C)=O)C[C@H]1C | -1.5
Cc1ccc(S(=O)(=O)N(C)C[C@@H]2OCCCC[C@H](C)Oc3ccc(NC(=O)C4CCCCC4)cc3C(=O)N([C@H](C)CO)C[C@H]2C)cc1 | -2.6
C[C@@H]1CN([C@H](C)CO)C(=O)c2cc(-c3ccc(C#N)cc3)cnc2O[C@@H]1CN(C)CC1CC1 | 0.1
CC(C)NC(=O)Nc1ccc2c(c1)C(=O)N([C@H](C)CO)C[C@H](C)[C@@H](CN(C)C(=O)Nc1ccccc1)OCCCC[C@H](C)O2 | -0.2
C[C@@H]1CN([C@H](C)CO)C(=O)Cc2cc(NC(=O)CCC(F)(F)F)ccc2O[C@@H]1CN(C)Cc1ccc(Oc2ccccc2)cc1 | 0.0
CC(C)C#Cc1ccc2c(c1)O[C@@H](CN(C)Cc1ccncc1)[C@@H](C)CN([C@@H](C)CO)S2(=O)=O | -0.2
O=C(C[C@H]1CC[C@@H]2[C@H](COC[C@@H](O)CN2Cc2cccc(Cl)c2)O1)NCC1CCCCC1 | 0.8
CCNC(=O)Nc1ccc2c(c1)C(=O)N(C)[C@@H]1CC[C@@H](CC(=O)NCC3CC3)O[C@H]1CO2 | -1.1
Cc1ccccc1S(=O)(=O)N1CC[C@H]2[C@H](CO)Nc3ccc(-c4cccc(C#N)c4)cc3[C@H]21 | -1.9
CN1C(=O)c2cc(NC(=O)Cc3cccs3)ccc2OC[C@@H]2O[C@H](CC(=O)N[C@@H]3CCN(Cc4ccccc4)C3)CC[C@@H]21 | 0.6
CO[C@@H]1CN(C)C(=O)c2cc(NC(=O)Nc3ccccc3)ccc2OC[C@H](C)N(C(=O)CC2CC2)C[C@H]1C | -0.2
O=C(Nc1ccccc1F)N1CCCCN2[C@H](C1)[C@H](c1ccc(C3=CCCC3)cc1)[C@@H]2CO | 2.8
CCCN(C)C[C@@H]1Oc2ncc(C#CC3CC3)cc2C(=O)N([C@@H](C)CO)C[C@@H]1C | 1.9
CO[C@@H]1CN(C)C(=O)c2ccc(NC(=O)CN(C)C)cc2OC[C@@H](C)N(C(=O)c2ccncc2)C[C@H]1C | -3.7
N#Cc1ccc(-c2ccc3c(c2)[C@@H]2[C@@H](CCN2S(=O)(=O)c2ccccc2F)[C@@H](CO)N3)cc1 | 0.0
C[C@@H]1CN([C@@H](C)CO)C(=O)c2cc(C3=CCCC3)cnc2O[C@@H]1CN(C)C(=O)C1CCOCC1 | -11
CO[C@@H]1CN(C)C(=O)c2cc(NC(=O)c3ccccc3)ccc2OC[C@H](C)N(CC2CC2)C[C@@H]1C | -2.8
COCCNC(=O)C[C@H]1CC[C@@H]2[C@H](COc3ccc(NC(C)=O)cc3C(=O)N2C)O1 | -1.8
CN1c2ccc(C#Cc3cccnc3)cc2[C@@H]2[C@@H](CCN2C(=O)c2cccc(F)c2)[C@@H]1CO | 1.3
O=C(Nc1cccc(Cl)c1)N1C[C@@H]2[C@H](c3ccccc31)[C@H](CO)N2C(=O)c1cccnc1 | 2.0

The list goes on, overlapping the part above by 2 compounds.
smiles | Mtb BioA inh
CN1c2ccc(C#Cc3cccnc3)cc2[C@@H]2[C@@H](CCN2C(=O)c2cccc(F)c2)[C@@H]1CO | 1.3
O=C(Nc1cccc(Cl)c1)N1C[C@@H]2[C@H](c3ccccc31)[C@H](CO)N2C(=O)c1cccnc1 | 2.0
CCCNC(=O)C[C@H]1C[C@@H]2c3cc(NS(=O)(=O)c4ccc(OC)cc4)ccc3O[C@@H]2[C@H](CO)O1 | 0.5
C[C@@H]1CN([C@H](C)CO)C(=O)c2cc(NC(=O)Cc3ccccc3)ccc2O[C@@H](C)CCCCO[C@H]1CN(C)S(=O)(=O)c1cn(C)cn1 | 0.0
O=S(=O)(Cc1ccccc1)N1CCCCN2[C@H](CO)[C@H](c3ccc(-c4ccccc4)cc3)[C@H]2C1 | -3.1
C[C@H]1CCCCO[C@H](CN(C)C(=O)c2ccncc2)[C@@H](C)CN([C@@H](C)CO)C(=O)c2cc(NC(=O)CCC(F)(F)F)ccc2O1 | -2.7
CCC(=O)N1C[C@H](C)[C@H](OC)CN(C)C(=O)c2ccc(NC(=O)C3CCOCC3)cc2OC[C@H]1C | -0.5
O=C(CN1CCOCC1)NCC[C@@H]1CC[C@@H](NC(=O)Nc2ccc(C(F)(F)F)cc2)[C@@H](CO)O1 | -3.7
CCCNC(=O)N1[C@H](CO)[C@@H](c2ccccc2)[C@H]1CNC(=O)c1ccc(F)cc1 | 14
C[C@@H]1CN([C@H](C)CO)C(=O)Cc2cc(NS(C)(=O)=O)ccc2O[C@H]1CN(C)S(=O)(=O)c1cn(C)cn1 | -0.4
CC(=O)N1[C@H](C(=O)N(C)C)[C@@H](CO)[C@@H]2Cn3c(ccc(-c4ccc(F)cc4)c3=O)[C@@H]21 | -1.5
Cc1noc(C)c1NC(=O)N(C)C[C@H]1Oc2ccc(NS(=O)(=O)c3c(C)noc3C)cc2C(=O)N([C@H](C)CO)C[C@H]1C | -0.4
C[C@@H]1CN([C@@H](C)CO)C(=O)c2cc(NS(=O)(=O)c3cccs3)ccc2O[C@@H]1CN(C)Cc1ccccc1 | -0.2
COc1ccc(NC(=O)Nc2ccc3c(c2)CC(=O)N([C@H](C)CO)C[C@@H](C)[C@@H](CN(C)C(=O)Nc2c(C)noc2C)O3)cc1 | 0.2
C[C@H](CO)N1C[C@H](C)[C@H](CN(C)S(C)(=O)=O)OCCCC[C@H](C)Oc2ccc(NS(C)(=O)=O)cc2C1=O | 4.0
O=C(C[C@@H]1CC[C@H]2[C@@H](COC[C@H](O)CN2C(=O)c2ccccc2)O1)Nc1ccccc1 | 2.0
C[C@@H]1CCCCO[C@H](CN(C)S(=O)(=O)c2cccs2)[C@H](C)CN([C@H](C)CO)C(=O)c2cc(NC(=O)c3ccccc3)ccc2O1 | -4.3
CC(=O)NC[C@H]1[C@@H](c2ccc(C3=CCCC3)cc2)[C@@H](CO)N1C(=O)NC(C)C | -4.1
COC(=O)[C@H]1[C@H](CO)[C@H]2Cn3c(ccc(C4=CCCCC4)c3=O)[C@H]2N1CC1CCCCC1 | 5.1
CNC[C@H]1Oc2ccc(NS(C)(=O)=O)cc2CC(=O)N([C@H](C)CO)C[C@H]1C | 0.1
COc1ccc(CN(C)C[C@H]2OCCCC[C@H](C)Oc3ccc(NC(=O)Cc4ccccc4)cc3C(=O)N([C@H](C)CO)C[C@@H]2C)cc1 | -3.5
COc1ccc(-c2ccc3c(c2)[C@H]2[C@H](CCN2S(=O)(=O)c2ccccc2C)[C@H](CO)N3)cc1 | 0.2
COc1ccc(C#Cc2ccc3c(c2)[C@H]2[C@H](CCN2S(=O)(=O)c2ccccc2F)[C@H](CO)N3C)cc1 | 3.3
CNC(=O)C[C@H]1CC[C@@H]2[C@@H](COc3ccc(NC(=O)Cc4cccs4)cc3C(=O)N2C)O1 | 5.6
O=C(C1CCC1)N1C[C@@H]2[C@H](c3ccccc31)[C@H](CO)N2C(=O)Cc1ccccn1 | 3.9
CCS(=O)(=O)Nc1ccc2c(c1)OC[C@H](C)NC[C@@H](C)[C@@H](OC)CN(C)C2=O | -0.6
COc1ccc(S(=O)(=O)N(C)C[C@@H]2Oc3ccc(NS(=O)(=O)c4ccc(Cl)cc4)cc3CC(=O)N([C@@H](C)CO)C[C@H]2C)cc1 | 0.1

As entered above.
CCCNC(=O)N1[C@H](CO)[C@@H](c2ccccc2)[C@H]1CNC(=O)c1ccc(F)cc1 in Mtb BioA inh has 14
C[C@H](CO)N1C[C@H](C)[C@H](CN(C)S(C)(=O)=O)OCCCC[C@H](C)Oc2ccc(NS(C)(=O)=O)cc2C1=O in Mtb BioA inh has 4.0

The main list resumes, repeating the 2 entries before the break.
smiles | Mtb BioA inh
CCS(=O)(=O)Nc1ccc2c(c1)OC[C@H](C)NC[C@@H](C)[C@@H](OC)CN(C)C2=O | -0.6
COc1ccc(S(=O)(=O)N(C)C[C@@H]2Oc3ccc(NS(=O)(=O)c4ccc(Cl)cc4)cc3CC(=O)N([C@@H](C)CO)C[C@H]2C)cc1 | 0.1
COCC(=O)N1C[C@H](C)[C@@H](OC)CN(C)C(=O)c2ccc(NC(=O)c3ccc(OC)cc3)cc2OC[C@H]1C | 0.3
COc1ccc(-c2cnc3c(c2)C(=O)N([C@@H](C)CO)C[C@H](C)[C@H](CN(C)C(=O)C2CC2)O3)cc1 | 0.8
C[C@@H]1CCCCO[C@@H](CN(C)C(=O)Nc2ccc(F)cc2)[C@@H](C)CN([C@H](C)CO)C(=O)c2cc(NS(=O)(=O)c3ccc(F)cc3)ccc2O1 | -0.4
COc1ccccc1CN1[C@@H]2CN(C(=O)C3CCC3)c3ccccc3[C@@H]2[C@@H]1CO | 3.1
CO[C@H]1CN(C)C(=O)c2cc(NC(=O)Nc3ccc(Cl)cc3)ccc2OC[C@@H](C)N(C(=O)Nc2c(C)noc2C)C[C@H]1C | -1.9
Cc1cccc(-c2ccc([C@@H]3[C@H](CO)N4CCCCN(S(=O)(=O)c5ccccc5F)C[C@@H]34)cc2)c1 | -2.5
CCCNC(=O)N1[C@H](CO)[C@@H](c2ccc(-c3ccccc3)cc2)[C@@H]1CNC(C)=O | -4.4
CN1C(=O)c2cc(NC(=O)C3CCOCC3)ccc2OC[C@@H]2O[C@@H](CC(=O)NCc3ccccc3F)CC[C@@H]21 | -0.1
O=C(NC[C@H]1N[C@H](CO)[C@@H]1c1ccccc1)C1CCCC1 | -6.6
C[C@H](CO)N1C[C@H](C)[C@H](CN(C)C(=O)Nc2cccc3ccccc23)Oc2ccc(NC(=O)CCN3CCOCC3)cc2C1=O | 0.3
CO[C@@H]1CN(C)C(=O)c2ccc(NC(=O)Nc3ccc4c(c3)OCO4)cc2OC[C@@H](C)N(C)C[C@H]1C | 2.1
COc1ccc(NC(=O)N(C)C[C@@H]2OCCCC[C@@H](C)Oc3ccc(NC(=O)c4ccncc4)cc3C(=O)N([C@H](C)CO)C[C@@H]2C)cc1 | -2.8
CCCNC(=O)C[C@@H]1CC[C@H]2[C@@H](COc3ccc(NC(=O)c4ccc(C(F)(F)F)cc4)cc3C(=O)N2C)O1 | -2.4
COCC(=O)Nc1ccc2c(c1)C(=O)N(C)[C@H]1CC[C@@H](CC(=O)NCc3ccc(OC)cc3)O[C@H]1CO2 | -0.5
O=C(c1ccccc1)N1CC[C@H]2[C@H](CO)Nc3ccc(C#Cc4cccc(F)c4)cc3[C@H]21 | -1.5
COc1ccc(CN(C)C[C@@H]2OCCCC[C@H](C)Oc3ccc(NS(=O)(=O)c4ccc(OC)cc4)cc3C(=O)N([C@H](C)CO)C[C@@H]2C)cc1 | 6.1
COc1ccc(NC(=O)Nc2ccc3c(c2)C(=O)N(C)C[C@H](OC)[C@@H](C)CN[C@H](C)CO3)cc1 | 1.8
C[C@H](CO)N1C[C@H](C)[C@H](CN(C)Cc2ccncc2)Oc2ncccc2C1=O | -4.5
CN(C)C(=O)[C@H]1[C@H](CO)[C@H]2Cn3c(cccc3=O)[C@H]2N1CC1CCCC1 | -0.7
CC(C)NC(=O)Nc1ccc2c(c1)C(=O)N([C@@H](C)CO)C[C@@H](C)[C@@H](CN(C)S(=O)(=O)c1cccs1)O2 | -1.2
CCCC#Cc1cnc2c(c1)C(=O)N([C@@H](C)CO)C[C@@H](C)[C@H](CN(C)C(=O)C1CCCCC1)O2 | 2.9
COc1ccc(-c2cnc3c(c2)C(=O)N([C@@H](C)CO)C[C@@H](C)[C@H](CN(C)C(=O)C2CC2)O3)cc1 | -2.8
COc1ccc(NC(=O)Nc2ccc3c(c2)C(=O)N([C@H](C)CO)C[C@H](C)[C@H](CN(C)S(=O)(=O)c2c(C)noc2C)OCCCC[C@@H](C)O3)cc1 | -4.7
C[C@@H]1CN([C@H](C)CO)C(=O)c2cc(NC(=O)Nc3ccc(C(F)(F)F)cc3)ccc2O[C@@H](C)CCCCO[C@H]1CN(C)S(=O)(=O)c1cn(C)cn1 | 8.2
O=C(Nc1ccc2c(c1)[C@H]1C[C@H](CC(=O)N3CCOCC3)O[C@H](CO)[C@H]1O2)C1CCC1 | 0.3

The results go on.
smiles | Mtb BioA inh
COc1ccc(S(=O)(=O)Nc2ccc3c(c2)C(=O)N([C@@H](C)CO)C[C@@H](C)[C@H](CN(C)Cc2ccccc2)OCCCC[C@@H](C)O3)cc1 | 5.6
C[C@H]1CN([C@@H](C)CO)C(=O)c2cc(C#Cc3cccnc3)cnc2O[C@@H]1CN(C)Cc1ccc(F)cc1 | -2.9
C[C@@H]1CN([C@@H](C)CO)C(=O)c2cc(C#CC3CCCCC3)cnc2O[C@@H]1CN(C)C(=O)Nc1ccccc1 | 2.7
C[C@H](CO)N1C[C@H](C)[C@H](CN(C)S(=O)(=O)c2cn(C)cn2)OCCCC[C@H](C)Oc2ccc(NC(=O)Cc3ccccc3)cc2C1=O | -0.2
COc1ccc(NC(=O)N(C)C[C@@H]2Oc3c(cccc3N(C)C)C(=O)N([C@@H](C)CO)C[C@H]2C)cc1 | -0.1
C[C@@H]1CN([C@H](C)CO)C(=O)Cc2cc(NC(=O)CCN3CCOCC3)ccc2O[C@@H]1CN(C)Cc1ccc(C(=O)O)cc1 | -0.7

Filtered by structure: those above containing a cyano group.
smiles | Mtb BioA inh
C[C@@H]1CN([C@H](C)CO)C(=O)c2cc(-c3ccc(C#N)cc3)cnc2O[C@@H]1CN(C)CC1CC1 | 0.1
Cc1ccccc1S(=O)(=O)N1CC[C@H]2[C@H](CO)Nc3ccc(-c4cccc(C#N)c4)cc3[C@H]21 | -1.9
N#Cc1ccc(-c2ccc3c(c2)[C@@H]2[C@@H](CCN2S(=O)(=O)c2ccccc2F)[C@@H](CO)N3)cc1 | 0.0

Compound activity (PubChem BioAssay)
